APP transl inh – inhibitors of APP translation via 5'UTR reporter, primary screen, APP 5'UTR luciferase, SH-SY5Y cells; 0.82% of 190,000 active; inhibition, % at 2 µM; SH-SY5Y APP 5'UTR-luciferase reporter, luminescence;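 active means inhibition above a set limit, derived from the sample mean plus 3 SD, cut at about 45% in these data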; further: values of inactives mirror those of a sister screen read the other way
Efa HMGR inh – inhibitors of E. faecalis class II HMGR, primary screen, biochemical, Enterococcus faecalis | HMG-CoA reductase (Enterococcus faecalis, mvaE) | purified E. faecalis HMGR, NADPH absorbance 340 nm kinetic | inhibition, % at 10 µM | 0.41% of 190,000 active;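 active means inhibition above a set limit, the median over all tested compounds plus 3 SD, cut at about 9.5% in these data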;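 further: enzyme runs in reverse so mevalonate oxidation gives rising NADPH absorbance; 0% = complete reaction with DMSO and 100% = background rate lacking mevalonate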
NF-kB neuron act – activators of NF-kB expression in neurons, primary screen, cell-based, HTS; human neuronal cells, NF-kB reporter expression; stronger effect = higher value; fold change at 12.5 µM; 1.6% of 190,000 active; AID 1239, 2008; in the data active means fold change above about 3.3
FLuc inhib CS – firefly luciferase enzyme inhibitors, primary screen, artefact control for luciferase-based inhibitor screens, biochemical, luminescence, ATPLite; 10 min; AID 1006, 2008; Luciferin 4-monooxygenase (Photinus pyralis), P08659; 1.5% of 200,000 active; inhibition, % at 10 µM;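 active means inhibition above about 50% when tested at 10 µM, limit read from the data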
Target sequence (P08659 whole entry, looked up): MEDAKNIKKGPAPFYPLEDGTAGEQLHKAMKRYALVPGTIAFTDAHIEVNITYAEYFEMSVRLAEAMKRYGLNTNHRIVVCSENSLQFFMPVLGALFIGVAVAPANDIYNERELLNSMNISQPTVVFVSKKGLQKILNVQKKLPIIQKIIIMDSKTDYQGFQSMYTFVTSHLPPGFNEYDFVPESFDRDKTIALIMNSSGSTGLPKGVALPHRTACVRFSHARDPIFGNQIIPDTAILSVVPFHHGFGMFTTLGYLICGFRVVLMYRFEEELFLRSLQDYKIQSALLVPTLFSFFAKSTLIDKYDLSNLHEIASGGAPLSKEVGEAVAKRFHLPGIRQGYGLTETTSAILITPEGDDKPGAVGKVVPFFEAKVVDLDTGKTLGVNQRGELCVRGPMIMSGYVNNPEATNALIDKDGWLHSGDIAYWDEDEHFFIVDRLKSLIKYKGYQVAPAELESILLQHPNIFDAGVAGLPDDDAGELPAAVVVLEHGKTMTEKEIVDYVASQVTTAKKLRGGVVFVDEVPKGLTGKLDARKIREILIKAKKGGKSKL
Hsp70 activator – Hsp70 transcriptional activators, primary screen, cell-based, HeLa, Hsp70 promoter luciferase, luminescence, 10 µM | HeLa Hsp70 promoter luciferase reporter; scaled: vehicle 0, proteasome-inhibitor control 100% | activation, % at 10 µM | 0.04% of 200,000 active;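 active means activation above the mean across all tested compounds plus 3 SD, cutoff set per campaign, cut at about 5.5% in these data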;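 further: 100% = MG132 at 30 µM as the positive control and 0% = DMSO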
FLuc stim CS – FLuc activators, initial screening, artefact control for FLuc-dependent activation tests, biochemical, ATPlite luminescence; ATPlite luciferase biochemical, 10 min; 0 = ATP-free wells, 1 = DMSO control; Luciferin 4-monooxygenase (Photinus pyralis), P08659; activation factor at 10 µM; 200,000 tested, under 10 active;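 active means luciferase activation factor, scaled between plate controls, of at least 2 with compound at 10 µM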
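Material: luciferase plus luciferin reagent, cell-free. Medium: PBS buffer for ATP. Also added: ATP substrate, dispensed from a 10.24 µM working solution in PBS. Doses: test compounds dosed from 2 mM stocks in 100% DMSO. Incubation: 10 min post-reagent at room temperature. Technique: light output (luminescence). Read-out basis: luminescence gain marking luciferase activators.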
APP 5'UTR act – activators of APP 5'UTR luciferase reporter, primary screen, SH-SY5Y cells; 1% of 190,000 active; activation, % at 2 µM; SH-SY5Y APP 5'UTR luciferase reporter, luminescence; zero percent = DMSO vehicle wells;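 active means activation above a set limit, based on mean plus 3 SD of controls, cut at about 140% in these data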; further: values of inactives mirror those of a sister screen read the other way
DTT redox prof – compounds producing H2O2 with reducing agent – biochemical, NIH compound library profiling, artefact control for MLSCN library redox annotation, primary screen. activation, % at 10 µM. AID 878, 2007. DTT-dependent redox cycling H2O2, phenol red/HRP absorbance; 100% = 100 µM peroxide control, 0% = buffer. 0.03% of 200,000 active;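 active means activation of at least 50% relative to the plate's high and low controls in the primary single-dose screen; inactive means activation below 50%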;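 further: compound incubated with DTT at 0.8 mM final as the reducing agent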
G6PDH CS – L. mesenteroides G6PDH inhibitors, counter-screen for G6PDH-coupled screening assays, biochemical, Leuconostoc mesenteroides enzyme; glucose-6-phosphate dehydrogenase [Leuconostoc mesenteroides]; Purified L. mesenteroides G6PDH, diaphorase/resazurin coupled fluorescence, 45 min; inhibition, % at 5 µM; 0.12% of 200,000 active; AID 1020, 2008; in the data active means inhibition above about 50%
STAT1 act – STAT1 signaling activators, primary screen, cell-based, HTS, luciferase reporter; AID 932, 2007; 2.6% of 200,000 active; NIH 3T3 STAT1-luciferase reporter, IFN-gamma, luminescence; 100% = IFN-gamma alone, no compound; activation (% of control), % at 5.5 µM;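 active means activation above the screen-wide mean activation plus 3 SD, cut at about 130% in these data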;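 further: raw ratio to IFN-gamma control signal so 100% means no change and 0% no light; values of inactives mirror those of a sister screen read the other way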
* = called active by the depositor. Random draw from the library; about 5.3% have a hit in one of these screens.

Results for CCNC(=S)N/N=C(\C)c1cccc([N+](=O)[O-])c1 ?
APP transl inh: -23; Efa HMGR inh: 0; NF-kB neuron act: 0.95; FLuc inhib CS: -9; Hsp70 activator: 0.2; FLuc stim CS: 1.1; APP 5'UTR act: 23; DTT redox prof: -0.1; G6PDH CS: 13; STAT1 act: 108

What do the screens show for `C/C(CC(=O)Nc1ccccn1)=N\NC(=O)C(=O)Nc1cccc(C)c1`?
APP transl inh: -5; Efa HMGR inh: -8; NF-kB neuron act: 1; FLuc inhib CS: -7; Hsp70 activator: -0.3; FLuc stim CS: 1.1; APP 5'UTR act: 5; DTT redox prof: 1.1; G6PDH CS: 8; STAT1 act: 97

What do the screens show for `CN1CCC(N(C)C(=O)COc2ccc(S(=O)(=O)N3CCOCC3)cc2)CC1`?
APP transl inh: 17; Efa HMGR inh: -5; NF-kB neuron act: 1.1; FLuc inhib CS: -9; Hsp70 activator: -0.2; FLuc stim CS: 1.1; APP 5'UTR act: -17; DTT redox prof: -0.5; G6PDH CS: 0; STAT1 act: 106

Results for Nc1nc(-c2ccccn2)nc(N)c1Cc1ccccc1F ?
APP transl inh: -33; Efa HMGR inh: -1; NF-kB neuron act: 1.7; FLuc inhib CS: 57*; Hsp70 activator: -0.1; FLuc stim CS: 0.4; APP 5'UTR act: 33; DTT redox prof: -1.6; G6PDH CS: 22; STAT1 act: 114

Results for CC(C)Cn1c(C(C)C)nc([N+](=O)[O-])c1Sc1ccc(Cl)cn1 ?
APP transl inh: -10; Efa HMGR inh: 3; NF-kB neuron act: 1.1; FLuc inhib CS: -4; Hsp70 activator: 0.2; FLuc stim CS: 1; APP 5'UTR act: 10; DTT redox prof: 1.3; G6PDH CS: 0; STAT1 act: 89

How did OC(CNCC(c1ccco1)N1CCCCC1)c1ccccc1 (stereo unspecified) do in these assays?
APP transl inh: 10; Efa HMGR inh: -2; NF-kB neuron act: 1; FLuc inhib CS: -3; Hsp70 activator: -0.3; FLuc stim CS: 1; APP 5'UTR act: -10; DTT redox prof: 2.3; G6PDH CS: 3; STAT1 act: 95

How did O=C(Nc1nc(-c2ccc(F)cc2)cs1)c1cnccn1 do in these assays?
APP transl inh: 1; Efa HMGR inh: -3; NF-kB neuron act: 1.6; FLuc inhib CS: -5; Hsp70 activator: -0.2; FLuc stim CS: 1; APP 5'UTR act: -1; DTT redox prof: -0.8; G6PDH CS: 11; STAT1 act: 95

What do the screens show for `O=C(C1CCN(Cc2nc(Cc3cccc(F)c3)no2)CC1)N1CCOCC1`?
APP transl inh: 12; Efa HMGR inh: -3; NF-kB neuron act: 0.88; FLuc inhib CS: -6; Hsp70 activator: -0.4; FLuc stim CS: 1.1; APP 5'UTR act: -12; DTT redox prof: 0.4; G6PDH CS: 11; STAT1 act: 100

How did C1CN(c2nc3nonc3n3nnnc23)CCO1 do in these assays?
APP transl inh: 2; Efa HMGR inh: -2; NF-kB neuron act: 0.95; FLuc inhib CS: -2; Hsp70 activator: 0.1; FLuc stim CS: 1; APP 5'UTR act: -2; DTT redox prof: -0.6; G6PDH CS: 5; STAT1 act: 101

How did CC1(C)Oc2ccc3ccc(=O)oc3c2/C(=C/Nc2ccc(O)cc2)C1=O do in these assays?
APP transl inh: 8; Efa HMGR inh: -1; NF-kB neuron act: 0.48; FLuc inhib CS: -3; Hsp70 activator: -0.2; FLuc stim CS: 1; APP 5'UTR act: -8; DTT redox prof: -0.6; G6PDH CS: 12; STAT1 act: 103

Results for Cc1cc(C)c(C#N)c(SCC(=O)NN2CC(=O)N(c3ccccc3F)CC2=O)n1 ?
APP transl inh: -13; Efa HMGR inh: 0; NF-kB neuron act: 1.3; FLuc inhib CS: -6; Hsp70 activator: -0.3; FLuc stim CS: 1.1; APP 5'UTR act: 13; DTT redox prof: 0.0; G6PDH CS: 8; STAT1 act: 103

How did COC(=O)C1CCN(Cc2cn(-c3ccccc3)nc2-c2ccc3c(c2)OCO3)CC1 do in these assays?
APP transl inh: 1; Efa HMGR inh: -4; NF-kB neuron act: 1.2; FLuc inhib CS: -5; Hsp70 activator: -0.2; FLuc stim CS: 1.1; APP 5'UTR act: -1; DTT redox prof: -0.8; G6PDH CS: 12; STAT1 act: 104

What do the screens show for `COc1ccc(CCn2c(C)cc3c(c2=O)C(c2ccncc2)C(C#N)=C(N)O3)cc1OC` (stereo unspecified)?
APP transl inh: -1; Efa HMGR inh: -6; NF-kB neuron act: 0.64; FLuc inhib CS: -1; Hsp70 activator: -0.5; FLuc stim CS: 1; APP 5'UTR act: 1; DTT redox prof: 1.2; G6PDH CS: 10; STAT1 act: 98

Results for Brc1ccc(Sc2cnc3ccccc3n2)cc1 ?
APP transl inh: 0; Efa HMGR inh: -3; NF-kB neuron act: 2.2; FLuc inhib CS: -2; Hsp70 activator: 0.7; FLuc stim CS: 1; APP 5'UTR act: 0; DTT redox prof: 0.1; G6PDH CS: 6; STAT1 act: 111

What do the screens show for `O=C(NC1CCCCC1)c1cc(C(=O)c2ccccc2Br)c[nH]1`?
APP transl inh: 5; Efa HMGR inh: -5; NF-kB neuron act: 1; FLuc inhib CS: -2; Hsp70 activator: 0.0; FLuc stim CS: 1; APP 5'UTR act: -5; DTT redox prof: -1.6; G6PDH CS: 2; STAT1 act: 101

What do the screens show for `Cc1ccc2nc(N(CCN(C)C)C(=O)/C=C/c3cccs3)sc2c1`?
APP transl inh: 2; Efa HMGR inh: -2; NF-kB neuron act: 1.6; FLuc inhib CS: -6; Hsp70 activator: 0.1; FLuc stim CS: 1.1; APP 5'UTR act: -2; DTT redox prof: 0.5; G6PDH CS: -6; STAT1 act: 100

What do the screens show for `Cc1ccc(C23CC4CC(CC(CC(=O)N5CCOCC5)(C4)C2)C3)cc1`?
APP transl inh: 11; Efa HMGR inh: -3; NF-kB neuron act: 1.1; FLuc inhib CS: -6; Hsp70 activator: -0.2; FLuc stim CS: 1.1; APP 5'UTR act: -11; DTT redox prof: 0.9; G6PDH CS: 11; STAT1 act: 96

Results for Cc1ccc(C(=O)NCC(=O)NCC(=O)OCC(=O)c2cccs2)cc1 ?
APP transl inh: -4; Efa HMGR inh: 2; NF-kB neuron act: 1.1; FLuc inhib CS: -1; Hsp70 activator: 0.2; FLuc stim CS: 1; APP 5'UTR act: 5; DTT redox prof: -0.7; G6PDH CS: 0; STAT1 act: 106

Results for CN(C)CCNc1nc(-c2ccccc2)c2c(c1C#N)CC(C)(C)OC2 ?
APP transl inh: -9; Efa HMGR inh: 1; NF-kB neuron act: 1.6; FLuc inhib CS: -12; Hsp70 activator: -0.5; FLuc stim CS: 1.1; APP 5'UTR act: 9; DTT redox prof: 0.2; G6PDH CS: 2; STAT1 act: 107

Results for Brc1ccc(-c2cnc(-c3cccs3)o2)cc1 ?
APP transl inh: -88; Efa HMGR inh: 4; NF-kB neuron act: 2.7; FLuc inhib CS: 17; Hsp70 activator: 0.3; FLuc stim CS: 0.8; APP 5'UTR act: 89; DTT redox prof: 1.7; G6PDH CS: 2; STAT1 act: 143*

The last 2 compounds of the section above lead into the next.
Results for CN(C)CCNc1nc(-c2ccccc2)c2c(c1C#N)CC(C)(C)OC2 ?
APP transl inh: -9; Efa HMGR inh: 1; NF-kB neuron act: 1.6; FLuc inhib CS: -12; Hsp70 activator: -0.5; FLuc stim CS: 1.1; APP 5'UTR act: 9; DTT redox prof: 0.2; G6PDH CS: 2; STAT1 act: 107

Results for Brc1ccc(-c2cnc(-c3cccs3)o2)cc1 ?
APP transl inh: -88; Efa HMGR inh: 4; NF-kB neuron act: 2.7; FLuc inhib CS: 17; Hsp70 activator: 0.3; FLuc stim CS: 0.8; APP 5'UTR act: 89; DTT redox prof: 1.7; G6PDH CS: 2; STAT1 act: 143*

Results for Cc1ccc2nsnc2c1S(=O)(=O)NCc1ccncc1 ?
APP transl inh: -8; Efa HMGR inh: -7; NF-kB neuron act: 0.85; FLuc inhib CS: -1; Hsp70 activator: -0.3; FLuc stim CS: 1; APP 5'UTR act: 9; DTT redox prof: 0.9; G6PDH CS: -2; STAT1 act: 98

What do the screens show for `COCC(=O)NC1CC2CCCC(C1)N2Cc1ccccc1` (stereo unspecified)?
APP transl inh: -2; Efa HMGR inh: -4; NF-kB neuron act: 1.1; FLuc inhib CS: -6; Hsp70 activator: -0.1; FLuc stim CS: 1.1; APP 5'UTR act: 2; DTT redox prof: -1.5; G6PDH CS: -3; STAT1 act: 103

How did CCCC(=O)Nc1ccc2c(c1)C(=O)NC2=O do in these assays?
APP transl inh: -6; Efa HMGR inh: -7; NF-kB neuron act: 2.2; FLuc inhib CS: -3; Hsp70 activator: -0.2; FLuc stim CS: 1; APP 5'UTR act: 7; DTT redox prof: -2.8; G6PDH CS: -4; STAT1 act: 98

Results for CC1(C)CC(=O)C2=C(C1)OC(N)=C(C#N)C2c1cccc(OC(=O)c2ccco2)c1 (stereo unspecified) ?
APP transl inh: -4; Efa HMGR inh: -6; NF-kB neuron act: 1; FLuc inhib CS: -5; Hsp70 activator: 0.0; FLuc stim CS: 1; APP 5'UTR act: 4; DTT redox prof: 1.6; G6PDH CS: 3; STAT1 act: 102

How did CCOC(=O)C(=O)Nc1nccs1 do in these assays?
APP transl inh: -6; Efa HMGR inh: 4; NF-kB neuron act: 1.1; FLuc inhib CS: -5; Hsp70 activator: -0.4; FLuc stim CS: 1; APP 5'UTR act: 6; DTT redox prof: 0.1; G6PDH CS: 9; STAT1 act: 97

Results for Cc1ccc(/C=N/NC(=O)c2ccccc2OCc2ccc(F)cc2)o1 ?
APP transl inh: -8; Efa HMGR inh: -7; NF-kB neuron act: 1.1; FLuc inhib CS: 3; Hsp70 activator: 0.2; FLuc stim CS: 1; APP 5'UTR act: 8; DTT redox prof: 0.4; G6PDH CS: 0; STAT1 act: 102

Results for Cc1cccc(N(CC(=O)NCCSCc2ccccc2)S(C)(=O)=O)c1C ?
APP transl inh: -9; Efa HMGR inh: 2; NF-kB neuron act: 1.1; FLuc inhib CS: -8; Hsp70 activator: 0.1; FLuc stim CS: 1.1; APP 5'UTR act: 9; DTT redox prof: 1.2; G6PDH CS: 4; STAT1 act: 100

What do the screens show for `CCOc1ccc(N2CC(=O)Nc3ccccc3NCC2=O)cc1`?
APP transl inh: -1; Efa HMGR inh: 0; NF-kB neuron act: 0.46; FLuc inhib CS: -7; Hsp70 activator: -0.1; FLuc stim CS: 1.1; APP 5'UTR act: 1; DTT redox prof: -0.1; G6PDH CS: 6; STAT1 act: 92

Results for COC(=O)c1cc(OC)c(OC)cc1NC(=O)c1ccoc1C ?
APP transl inh: 9; Efa HMGR inh: 2; NF-kB neuron act: 1.2; FLuc inhib CS: -8; Hsp70 activator: -0.1; FLuc stim CS: 1.1; APP 5'UTR act: -9; DTT redox prof: -0.7; G6PDH CS: -18; STAT1 act: 100
